# Screens deposited in PubChem by The Scripps Research Institute Molecular Screening Center.
# OX1R antag-1: human HCRTR1 antagonism; CHO/OX1R cells, Fluo-8 calcium fluorescence, orexin A; O43613; AID 434989; 330,000 tested, 0.43% active; inhibition, % at 5 µM;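 active means inhibition above its plate's threshold, mean inhibition of all tested compounds on the plate plus 3 SD, cut at about 37% in these data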;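 further: 0% = orexin A challenge wells and 100% = SB-334867-A antagonist wells; not every result past the cut was called active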
# Target sequence (O43613 whole entry, looked up): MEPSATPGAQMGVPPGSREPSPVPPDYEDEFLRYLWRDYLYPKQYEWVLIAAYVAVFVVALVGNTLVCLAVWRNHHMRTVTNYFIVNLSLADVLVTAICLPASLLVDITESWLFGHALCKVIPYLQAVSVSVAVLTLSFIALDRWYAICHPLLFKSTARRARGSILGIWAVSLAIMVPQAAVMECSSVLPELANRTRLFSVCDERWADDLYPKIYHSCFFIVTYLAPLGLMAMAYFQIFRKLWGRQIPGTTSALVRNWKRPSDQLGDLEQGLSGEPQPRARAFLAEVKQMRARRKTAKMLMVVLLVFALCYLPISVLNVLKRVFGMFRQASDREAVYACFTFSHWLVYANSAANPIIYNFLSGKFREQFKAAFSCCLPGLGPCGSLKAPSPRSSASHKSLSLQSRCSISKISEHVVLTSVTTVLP
# OX1R antag-2: blocks the human orexin 1 receptor; OX1R-expressing cells, FRET antagonist read-out; inhibition, % at 6.6 µM; AID 485270; 330,000 tested, 1.8% active; in the data active means inhibition mostly above about 38%, no sharp cut-off; inactive means mostly below about 40%;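 further: 0% = agonist challenge alone and 100% = reference antagonist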
# An asterisk follows results filed as active; & = joins results of further samples. Rows were taken by chance. About 2.1% of those tested had a hit in this group.
SMILES,OX1R antag-1,OX1R antag-2
COc1cccc2c(O)cc(=O)n(C)c12,11,18
COCCNC(=S)N/N=C(\C)c1ccccc1O,-3,4
Cc1ccc(S(=O)(=O)N2CCCCC2)cc1C(=O)N1CCN(CCO)CC1,10,1
Cc1cc2nn(-c3ccc(Cl)cc3)nc2cc1N,-4,10
COc1ccc(CN2[C@@H](CC(C)=O)c3ccc(/C=C/C(C)=O)cc3S2(=O)=O)cc1,-40,23
O=C(NC(=S)N1CCN(c2ccc(O)cc2)CC1)c1ccco1,-5,2
COc1ccc(C2CC(C(F)(F)F)n3nc(C(=O)N(C)Cc4cn(C)nc4C)c(Cl)c3N2)cc1 (stereo unspecified),-26,15
CCOC(=O)c1cccc(NC(=O)CSc2nnc(-c3ccoc3C)n2CC)c1,-18,16
Cc1ccccc1N=CC1=C(O)c2ccccc2C1=O,-27,10
CC(C)NC(=O)NC(=O)COC(=O)c1cc[n+]([O-])cc1,4,24
CCOc1ccccc1C(=O)Nc1ccc(S(=O)(=O)N2CCOCC2)cc1,-17,24
CCCCCCCC(=O)Nc1cc(C(=O)NCc2ccc(C)cc2)ccc1N1CCC2(CC1)CC(c1cccc(Br)c1)=NO2,-10,14
O=C1CC(=O)N(c2cccc(F)c2)N1,-16,5
COc1ccc(N2CCN(Cc3nc(N)nc(Nc4ccccc4OC)n3)CC2)cc1,-26,16
COc1ccc(CN=C2NN=C(c3ccc(Cl)cc3)CS2)cc1,-18,21
CC1CCCN(C(=O)CSc2nnc(-c3ccc(O)cc3)o2)C1 (stereo unspecified),-12,10
COC(=O)c1[nH]c2ccccc2c1NC(=O)c1ccccc1[N+](=O)[O-],-6,6
CCOc1ccc(C(CC(=O)O)NC(=O)C(c2ccccc2)c2ccccc2)cc1OC (stereo unspecified),-4,8
Cc1ccc(S(=O)(=O)C2C(=O)N(C)C3(C)CC2c2ccccc2O3)cc1C (stereo unspecified),-27,25
COC(=O)Cn1c2ccc(F)cc2c2nc(C)sc21,-9,16
CCn1ncc(Br)c1C(=O)Nc1cc([N+](=O)[O-])ccc1C,1,20
O=C(c1cccs1)N1CCC(c2nc3c(nnn3Cc3c(Cl)cccc3Cl)c(=O)[nH]2)CC1,-29,11
O=C(NCc1ccccn1)/C(=N/O)c1ccccc1,-18,8
O=C(COC(=O)c1ccc2[nH]c3c(c2c1)CCCC3)Nc1ccccc1,-3,35
O=C(Cc1cccc2ccccc12)NCCC1=CCCCC1,-32,14

# Three successive compounds already listed, for reference:
SMILES,OX1R antag-1,OX1R antag-2
Cc1ccc(S(=O)(=O)N2CCCCC2)cc1C(=O)N1CCN(CCO)CC1,10,1
Cc1cc2nn(-c3ccc(Cl)cc3)nc2cc1N,-4,10
COc1ccc(CN2[C@@H](CC(C)=O)c3ccc(/C=C/C(C)=O)cc3S2(=O)=O)cc1,-40,23

# Next records follow:
SMILES,OX1R antag-1,OX1R antag-2
CC(C)c1nc2oc3c(NCc4ccccn4)ncnc3c2c2c1COC(C)(C)C2,-19,14
CCOC(=O)c1cc(-c2ccccc2)n(CC(=O)Nc2ccc(OC)c(OC)c2)c1C,-14,10
CN1CC(c2ccccc2)C(c2ccc(Cl)cc2)=N1 (stereo unspecified),-14,16
O=C(NC1=NCCS1)c1ccc(-c2ccc(Cl)cc2)o1,-21,56*
COc1ccc2cc(CCNC(=O)c3cc4ccccc4o3)c(=O)[nH]c2c1,-25,14
CSc1ccc(CCNC(=O)C2CCCN(c3nn4c(=O)cc(C)nc4s3)C2)cc1 (stereo unspecified),-21,12
C=CCCC(=O)Nc1nc(C)c(-c2csc(Nc3cc(OC)ccc3OC)n2)s1,-26,39
Cc1cccc(N2CCN(c3nc4ccc(Cl)cc4n4cnnc34)CC2)c1C,-10,10
CC1CC(=O)C2=C(C1)Nc1nc3ccccc3n1C2c1cccnc1 (stereo unspecified),-15,12
O=C(c1ccc2ccccc2c1)N1CCN(c2ccccn2)CC1,-25,-5
NC(=NCCCCCCN=C(N)/N=C(\N)Nc1ccc(Cl)cc1)/N=C(\N)Nc1ccc(Cl)cc1,-15&-21&-18,13&21&22
CCn1c(C(=O)O)c(CC(=O)Nc2ccc(Br)cc2C)c2ccccc21,-8,17
CC(=O)Nc1ccc(S(=O)(=O)N(C)C2CCN(C)CC2)cc1,-4,14
CC(=O)c1cnc2nc(C(F)(F)F)nn2c1C,-3,8
c1ccc(SCc2nc3ccccc3s2)nc1,7,-13
O=c1[nH]c2ccccc2n1C1CCCCC1,-11,-3
Cc1ccc(S(=O)(=O)N2CCOCC2)cc1C(=O)N1CCCCCC1,-31,8
C=CCOc1ccc(/C=C/C(=O)OCC(=O)Nc2c(C)n(C)n(-c3ccccc3)c2=O)cc1,-18,10
CCc1ccc(CN2CCC(C(=O)Nc3ccc(-n4nc(C)cc4C)cc3)CC2)o1,-17,10
Cc1ccc(-n2c(C)cc(/C=N/NC(=O)c3ccncc3)c2C)cc1,-18,2
COc1cccc(/C=N/Nc2nnc(C)n2N)c1OCc1ccccc1Cl,-1,67*
CCn1c(SCC(=O)Nc2ccc(Cl)cc2)nnc1C1CC1,-13,6
COc1ccc(/C=N/NC(=O)C2c3ccccc3Oc3ccccc32)c(OC)c1,-10,15
NS(=O)(=O)c1ccc(S(=O)(=O)N(Cc2ccccc2F)CC2CCCO2)cc1 (stereo unspecified),6,27
COc1ccc(C2/C(=C(\O)c3cccc(OC)c3)C(=O)C(=O)N2c2ccccn2)cc1 (stereo unspecified),-3,10
# Additional compounds.
SMILES,OX1R antag-1,OX1R antag-2
Cc1ccc(S(=O)(=O)NC2CC(=O)N(c3ccc4c(c3)OCCO4)C2)cc1 (stereo unspecified),-28,8
COC(=O)c1cc(COc2ccc3oc(C)c(C(=O)OC)c3c2)c(C)o1,-2,8
O=C(c1ccc(Cl)cc1)C1CCN(C(=O)C2CC2)CC1,-30,13
CCNS(=O)(=O)c1ccc(NC(=O)c2cncc(Br)c2)cc1,2,14
Cc1ccc(OCC(=O)NCCS(=O)(=O)N2CCN(c3ccccc3)CC2)cc1,-28,20
CC(C)c1nc(SCC(=O)N2CCc3ccccc32)n[nH]1,-18,5
CC1CCCCC1NC(=O)COC(=O)CN1C(=O)c2ccccc2C1=O (stereo unspecified),-12,7
COc1cccc(OC)c1OCCCCN1CCC(Cc2ccccc2)CC1,-19,6
Cc1nc(-c2ccccc2)sc1C(=O)NN,-20,17
COc1ccc(NC(=O)CSc2nnc(-c3ccccc3)n2Cc2ccco2)c(OC)c1,-2,36
O=C(Nc1ccc(N2CCN(C(=O)c3ccccc3)CC2)cc1)c1cc([N+](=O)[O-])ccc1N1CCOCC1,-25,42
Cc1ccc(-n2ncc3c(=O)n(-c4ccc(C)c(C)c4)c(-c4ccco4)nc32)cc1,-21,10
CCc1nnc(NC(=O)CSc2nnc3c4ccccc4n(C)c3n2)s1,-14,2
Cc1cc(C)c(S(=O)(=O)Nc2ccc(OCC(=O)O)cc2)c(C)c1,-6,6
Cc1ccccc1C(=O)OCC(=O)Nc1cccc(S(=O)(=O)NC2=NCCC2)c1,-5,12
CCN(CC)S(=O)(=O)c1ccc(-c2nnc(SCc3nnc(-c4ccc(C)cc4)o3)o2)cc1,-19,27
O=C(O)c1cc(/C=C/c2ccc(N3CCOCC3)c([N+](=O)[O-])c2)nc2ccccc12,-10,8
N#C/C(=C\c1ccc(O)c(Br)c1)C(=O)NCc1ccccc1,-22,38
CCOC(=O)C1=C(C)N=C2SC(C)C(=O)N2C1c1cccc(F)c1 (stereo unspecified),-36,15
O=C(Nc1nc2ccccc2[nH]1)c1ccccc1[N+](=O)[O-],-5,30
CCOc1ccc(NS(=O)(=O)c2ccc(C(=O)NCCN3CCOCC3)cc2)cc1,-8,3
O=C1CN(C(=O)CSc2nncs2)c2ccccc2N1,-2,3
CSc1nsc(SC)c1NC(=O)Nc1ccccn1,-4,-6
C=CCN(C1CCCCC1)S(=O)(=O)c1ccc2c(c1)oc(=O)n2C,-13,9
O=C(NCC(=O)N1CCN(S(=O)(=O)c2cccs2)CC1)c1ccc(Cl)cc1,-9,17

# In the list so far, these have a COOH group:
SMILES,OX1R antag-1,OX1R antag-2
CCOc1ccc(C(CC(=O)O)NC(=O)C(c2ccccc2)c2ccccc2)cc1OC (stereo unspecified),-4,8
CCn1c(C(=O)O)c(CC(=O)Nc2ccc(Br)cc2C)c2ccccc21,-8,17
Cc1cc(C)c(S(=O)(=O)Nc2ccc(OCC(=O)O)cc2)c(C)c1,-6,6
O=C(O)c1cc(/C=C/c2ccc(N3CCOCC3)c([N+](=O)[O-])c2)nc2ccccc12,-10,8

# More compounds follow:
SMILES,OX1R antag-1,OX1R antag-2
Cc1ccc(CC(=O)Nc2cccc(S(=O)(=O)N3CCOCC3)c2)cc1,-10,7
Cc1ccc([N+](=O)[O-])cc1NC(=O)CCc1ccccc1,-11,6
COc1ccc(N(CC(=O)NCCSc2ccccn2)S(=O)(=O)c2ccccc2)cc1OC,-35,23
CCc1cccc2c(C(=O)COC(=O)c3c(C)noc3C)c[nH]c12,-5,14
C/C(=C\CCC1(C)C2CC3C(C2)C31C)C(=O)O (stereo unspecified),-5,14
CN(C1CCCCC1)S(=O)(=O)c1ccccc1,-24,8
COc1ccc(S(=O)(=O)N2CCN(Cc3ccco3)CC2)cc1,-13,21
Brc1ccc2c(c1)C(c1cccs1)=NNC(c1cccnc1)=N2,-31,19
COc1cc(NC(=O)Cc2ccc(OC)c(S(=O)(=O)N3CCOCC3)c2)c(OC)cc1Cl,-23,2
OC(Cn1cccn1)c1ccccc1 (stereo unspecified),-4,9
CC(C)N(Cc1ccccc1)C(=O)COC(=O)c1ccc2ncsc2c1,-3,10
Cc1ccc(S(=O)(=O)N2CCN(C(=O)COC(=O)c3cc(C)oc3C)CC2)cc1,-23,28
COc1cccc(/C=N/Nc2ccc(S(=O)(=O)O)cc2)c1O,-4,11
COc1ccccc1Oc1c(C)oc2c(CN3CCN(CCO)CC3)c(O)ccc2c1=O,-10,11
CCCCn1c(SCC(=O)Nc2nnc(C)s2)nc2c1c(=O)n(C)c(=O)n2C,-6,7
Cc1ccc(OC(=O)c2ccc(N3CCOCC3)c([N+](=O)[O-])c2)cc1,-33,9
O=C(c1ccc2nccnc2c1)N1CCN(c2cccc(C(F)(F)F)c2)CC1,-18,-3
CC(C)C(c1nnnn1C1CCCCC1)N1CCN(c2ncccn2)CC1 (stereo unspecified),-16,24
CCOC(=O)CC(=O)N/N=C/c1c(N)n(C)c(=O)n(C)c1=O,-4,5
CC(C)C(=O)NS(=O)(=O)c1ccc(N)cc1,-10,17
O=C(O)c1ccc(Cn2cnc3cccnc32)cc1,-16,3
CC(C(=O)N1CCOCC1)N1C(=O)c2cccc3cccc(c23)C1=O (stereo unspecified),10,44
Cc1nc(NC(=O)CN2CCCCC2)sc1C(=O)N(C)C,-18,1
CCOc1ccc(C(c2nnnn2Cc2ccccc2)N2CCN(C(=O)c3ccco3)CC2)cc1 (stereo unspecified),-16,8
O=C(CN1CCOCC1)Nc1ccc(NC(=O)CN2CCOCC2)c(Cl)c1,-13,16

# Printed as active in OX1R antag-2 (from the list above):
SMILES,OX1R antag-1,OX1R antag-2
O=C(NC1=NCCS1)c1ccc(-c2ccc(Cl)cc2)o1,-21,56*
COc1cccc(/C=N/Nc2nnc(C)n2N)c1OCc1ccccc1Cl,-1,67*

# (listing goes on)
SMILES,OX1R antag-1,OX1R antag-2
Cc1ccc(CNC(=O)[C@H](C)NC(=O)C2CCN(C(=O)[C@@H]3CCCN3C(=O)OC(C)(C)C)CC2)cc1,-23,17
CCCC(=O)Nc1c2c(nn1-c1ccc(F)cc1)CS(=O)(=O)C2,4,4
O=C(Nc1nccs1)C1CC=CCC1C(=O)OCC(F)(F)C(F)F (stereo unspecified),3,1
Cc1ccc(NC(=O)C(C)Sc2nnc(C)n2C)cc1 (stereo unspecified),-2,7
O=C(CSc1nc(-c2cccs2)cc(C(F)(F)F)n1)NCc1ccco1,-35,19
C/C(=N\NC(=O)c1nc2ccccn2c1C)c1ccco1,-19,10
CC(=O)NC(=C(Cl)Cl)S(=O)(=O)c1ccccc1,-8,0
COc1ccc(Br)c2oc(SC)cc(=O)c12,-4,12
COc1ccc(-n2c(=O)c3ccccc3c3ccccc3c2=O)c(OC)c1,-19,14
CCC(=O)N1c2ccccc2[C@@H](N(C(C)=O)c2ccccc2)C[C@H]1C,-26,12
O=C(NC1CCCC1)C(c1ccccc1F)N(C(=O)Cc1cccs1)c1ccc2c(c1)OCCO2 (stereo unspecified),-16,18
COc1c(C)cc(Br)cc1C(=O)NC(=S)NCc1ccco1,-38,36
CN(C)S(=O)(=O)c1ccc(C(=O)NCc2nnc(SCC(=O)N3CCCCCC3)o2)cc1,-4,9
O=C(CCCC(=O)Nc1cccc(Br)c1)N/N=C/c1cc([N+](=O)[O-])ccc1O,-12,35
Cc1cc(NC(=O)CCC(=O)N(Cc2ccco2)C2(C(=O)NC3CCCCC3)CCN(C)CC2)no1,-13,14
CC(C)(C)c1ccc(OCC(=O)NCc2ccco2)c(Br)c1,-32,7

# Retrieved by compound from the list above:
SMILES,OX1R antag-1,OX1R antag-2
COC(=O)Cn1c2ccc(F)cc2c2nc(C)sc21,-9,16
Cc1ccc(-n2ncc3c(=O)n(-c4ccc(C)c(C)c4)c(-c4ccco4)nc32)cc1,-21,10
COc1cccc(OC)c1OCCCCN1CCC(Cc2ccccc2)CC1,-19,6
N#C/C(=C\c1ccc(O)c(Br)c1)C(=O)NCc1ccccc1,-22,38
Brc1ccc2c(c1)C(c1cccs1)=NNC(c1cccnc1)=N2,-31,19
